Source: PubChem (several laboratories)
MEKK3 PB1 HTS = modulators of MEKK3-MEK5 PB1 binding, primary screen, biochemical, wildtype MEKK3, multiplex bead flow cytometry, Alexa488-MEK5; Mitogen-activated protein kinase kinase kinase 3 (Homo sapiens), Q99759; bead-based flow cytometry, Alexa488-MEK5 binding to MEKK3; actives lie on both sides; 0 = blocked by unlabeled MEK5, 100 = vehicle; binding response (% of control), % at 10 µM; actives 1.4% (n = 290,000); AID 1529, 2009;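 active = binding response more than 3 SD above or below the average of its plate-row segment, actives on both sides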;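 note: Alexa488 bead fluorescence after subtracting the streptavidin-only scavenger bead signal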
p-CIP stab down = p/CIP-EGFP fusion destabilizers, primary screen, fluorescence, F442A cells | Q05BA5 | actives 0.01% (n = 290,000) | AID 1984, 2009 | 16 h | decrease of EGFP signal, % at 10 µM;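 active = EGFP signal decrease of at least 30% at 10 µM or well 3 SD below plate mean, unless failing retest; inactive = the rest, including hits failing retest or dose response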; note: some compounds called inactive have numbers as strong as hits; many of its hits are not listed in these tables
IDE inh = human IDE inhibitors in live cells, primary screen, fluorescence polarization, HEK cells, FAbetaB substrate. FAbetaB cleavage. AID 434962, 2010. Insulin-degrading enzyme (Homo sapiens), P14735. inhibition, % at 5.59 µM. actives 0.41% (n = 320,000);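 active = percent inhibition above the average of all tested compounds plus 3 SD, set per screening campaign, cut at about 16% in these data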;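 note: IDE supplied by intact live HEK cells; FP after avidin binding of uncleaved biotin substrate so inhibition keeps polarization high; 0% = DMSO wells and 100% = 60 µM reference IDE inhibitor Ii1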
M4 PAM = human M4 muscarinic receptor positive allosteric modulators, primary screen, CHO-K1 cells, Fluo-8 calcium fluorescence. Muscarinic acetylcholine receptor M4 (Homo sapiens), P08173. CHO-K1 hM4/Gqi5, ACh EC20; 0% = ACh EC20, 100% = maximal ACh. activation, % at 3 µM. actives 0.4% (n = 360,000);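 active = activation above its plate's cutoff, the mean activation of sample wells plus 3 SD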; note: some results filed as inactive read as strong as hits
Target sequence (P08173 whole entry, looked up): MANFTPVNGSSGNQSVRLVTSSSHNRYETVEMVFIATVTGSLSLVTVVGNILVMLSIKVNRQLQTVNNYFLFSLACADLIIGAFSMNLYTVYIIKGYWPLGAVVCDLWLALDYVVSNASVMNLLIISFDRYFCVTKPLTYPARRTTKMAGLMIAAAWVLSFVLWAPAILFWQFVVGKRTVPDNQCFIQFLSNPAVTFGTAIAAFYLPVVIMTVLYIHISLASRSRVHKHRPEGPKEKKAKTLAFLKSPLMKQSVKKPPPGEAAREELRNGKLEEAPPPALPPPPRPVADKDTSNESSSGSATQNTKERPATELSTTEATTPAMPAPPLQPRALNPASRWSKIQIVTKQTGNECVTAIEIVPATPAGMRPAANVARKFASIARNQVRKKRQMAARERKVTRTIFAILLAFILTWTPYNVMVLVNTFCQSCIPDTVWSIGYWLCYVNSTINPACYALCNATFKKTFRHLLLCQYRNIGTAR
GalR3 antag = GalR3 antagonists in HEK293 cells, primary screen, cell-based, fluorescence readout; Galanin receptor type 3 (Homo sapiens), O60755; HEK293 GalR3-CNG cAMP membrane potential fluorescence; galR3 body fused to GalR1 C-terminus; inhibition, % at 3 µM; actives 0.44% (n = 360,000); AID 651719, 2012;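 active = inhibition above the screen-wide average plus 3 SD, cut at about 13% in these data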;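 note: forskolin and galanin both at EC90 stimulate the cells; cAMP rise reported by CNG channel membrane potential dye signal; 0% = forskolin plus galanin with DMSO and 100% = forskolin alone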
Target sequence (O60755 1-299 limits assumed): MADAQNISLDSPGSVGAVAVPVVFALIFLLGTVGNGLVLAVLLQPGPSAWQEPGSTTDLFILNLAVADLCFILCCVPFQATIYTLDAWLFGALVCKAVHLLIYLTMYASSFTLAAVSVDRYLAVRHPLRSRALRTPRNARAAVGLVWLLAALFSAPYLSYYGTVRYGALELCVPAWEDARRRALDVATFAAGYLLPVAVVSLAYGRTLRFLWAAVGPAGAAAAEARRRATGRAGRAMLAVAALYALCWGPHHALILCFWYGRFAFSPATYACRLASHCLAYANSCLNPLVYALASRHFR
CRFBP-R2 agonist = agonists of CRF-BP/CRF-R2 complex, primary screen, cell-based, HEK293, calcium dye fluorescence, uHTS. AID 588473, 2011. actives 0.46% (n = 350,000). activation, % at 13.2 µM. calcium dye fluorescence (FLIPR); percent of saturating CRF peptide response. CRF-binding protein / CRF receptor 2 complex (human);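 active = activation of at least 50%, plus an integration ratio under a set limit after plate pattern correction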;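 note: plate controls were neutral control wells without compound for no effect and CRF at EC100 for full effect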
IDE cell activ = human IDE activators in live cells, primary screen, fluorescence polarization, HEK cells, FAbeta-B substrate; Insulin-degrading enzyme (Homo sapiens), P14735; FAbeta-B cleavage; 0% vehicle, 100% cell-free pure enzyme wells; activation, % at 5.96 µM; actives 0.073% (n = 340,000); AID 493087, 2011;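 active = activation above the mean of all tested compounds plus 3 SD, set per screening campaign, cut at about 17% in these data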
CRFBP-R2 block = antagonists of CRF-BP/CRF-R2 complex, primary screen, cell-based, HEK293, calcium dye fluorescence, uHTS; CRF-induced calcium fluorescence; inhibition, % at 11.8 µM; actives 0.59% (n = 350,000);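 active = inhibition of the ligand-induced calcium signal above about 50% at the single tested concentration, limit read from the data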
PHOSPHO1 block = PubChem AID 1565; inhibition, % at 13.3 µM; Phosphoethanolamine/phosphocholine phosphatase (Homo sapiens), Q8TCT1; actives 1.1% (n = 290,000); recombinant PHOSPHO1, absorbance phosphatase assay; in the data active = inhibition above about 60%
Target sequence (Q8TCT1 whole entry, looked up): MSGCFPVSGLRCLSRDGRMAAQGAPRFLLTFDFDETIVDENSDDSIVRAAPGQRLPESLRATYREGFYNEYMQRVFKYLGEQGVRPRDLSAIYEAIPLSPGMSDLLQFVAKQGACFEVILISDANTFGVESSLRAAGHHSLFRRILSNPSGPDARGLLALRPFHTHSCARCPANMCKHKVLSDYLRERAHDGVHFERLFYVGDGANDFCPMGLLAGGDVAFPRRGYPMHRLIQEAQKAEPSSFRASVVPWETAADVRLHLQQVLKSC
Numbers without * were called inactive; . = not tested or not shown.

SMILES	MEKK3 PB1 HTS	p-CIP stab down	IDE inh	M4 PAM	GalR3 antag	CRFBP-R2 agonist	IDE cell activ	CRFBP-R2 block	PHOSPHO1 block
O=C(Nc1ccccc1Cl)C1CCCN(S(=O)(=O)c2cccc3cccnc23)C1 (stereo unspecified)	97	-2	9	-5	-7	-1.1	2	-3	33
O=C(COc1cccc2c1CCNC2=O)NC1CCCCC1	.	.	3	-6	-6	-1.1	4	14	.
Cc1ccc(-c2cc(C(=O)NCCN3CCOCC3)no2)cc1	102	-10	2	-8	-2	-0.7	-6	-15	14
CCc1c(C)c(C#N)c2nc3ccccc3n2c1NCCN(C)C	101	-9	-2	-6	-5	-0.1	4	-8	10
NC(=O)CN1C(=O)C2C3CCC(C3)C2C1=O (stereo unspecified)	.	.	.	10	-4	4.9	.	44	.
COc1ccc(C)cc1S(=O)(=O)N1CCN(C(=O)c2ncoc2-c2ccc(F)cc2)CC1	101	-22	2	0	-9	-1.5	4	-7	36
Cn1c(=O)n(CC(N)=O)c2ccccc21	96	-6	1	1	-2	-0.4	5	-3	20
CC(=O)Nc1ccc(S(=O)(=O)NN=c2sc3ccccc3n2C)cc1N	.	.	.	3	-3	-0.5	.	-11	.
Cc1cccc(NC(=O)C2CC2c2ccccc2)c1C (stereo unspecified)	103	4	-1	-2	-2	70*	6	-13	-2
Cn1c2ccccc2c(=O)c2c(=O)n(C3CCCCC3)c(-c3cccs3)nc21	99	-17	0	-3	-6	116*	5	-18	-43
CC(=O)c1cccc(NC(=O)COC(=O)c2ccccn2)c1	100	-5	8	3	-7	-0.8	-1	0	35
COCCNC(=O)C(=O)Nc1cc2c3c(c1)CC(=O)N3CCC2	100	0	-12	-3	0	-1.8	8	14	22
Nc1ccc(-c2nc3cc([N+](=O)[O-])ccc3o2)cc1	95	-1	-2	-20	3	0.0	-7	1	-35
O=C(CN1CCc2cc3c(cc2C1)OCCCO3)Nc1c(F)cccc1F	100	-12	2	-1	0	-1.3	3	9	38
O=C(CCc1ccccc1)OCC(=O)c1cccc([N+](=O)[O-])c1	95	4	8	-5	-1	-0.9	2	10	12
Cc1c(C(=O)N2CCCC(C)C2)sc2ncnc(N3CCCCC3C)c12 (stereo unspecified)	101	-2	1	-4	-3	-0.8	2	-27	-4
COc1ccc(C(=O)Nc2ccc(N3CCOCC3)cc2)cc1OC	100	-10	2	-2	-4	-0.5	-3	19	-14
COc1ccc(NC(=O)CSc2nncs2)cc1OC	97	-2	4	5	1	-1.3	2	-13	21
Cc1ccccc1C(=O)NNc1ccc(-c2csnn2)cc1	100	4	6	-9	-5	-0.3	8	-3	12
CCN1C[C@@H]2[C@@H]3C(=O)N(Cc4ccccc4)C(=O)[C@@H]3[C@](Cc3ccccc3)(C1=O)N2C(=O)c1ccc(C(C)(C)C)cc1	.	.	.	3	-1	-0.9	0	-11	.

Record cards (already shown):
Record of Cc1cccc(NC(=O)C2CC2c2ccccc2)c1C (stereo unspecified) = MEKK3 PB1 HTS: 103; p-CIP stab down: 4; IDE inh: -1; M4 PAM: -2; GalR3 antag: -2; CRFBP-R2 agonist: 70*; IDE cell activ: 6; CRFBP-R2 block: -13; PHOSPHO1 block: -2
Record of COc1ccc(NC(=O)CSc2nncs2)cc1OC = MEKK3 PB1 HTS: 97; p-CIP stab down: -2; IDE inh: 4; M4 PAM: 5; GalR3 antag: 1; CRFBP-R2 agonist: -1.3; IDE cell activ: 2; CRFBP-R2 block: -13; PHOSPHO1 block: 21

More results follow.
SMILES	MEKK3 PB1 HTS	p-CIP stab down	IDE inh	M4 PAM	GalR3 antag	CRFBP-R2 agonist	IDE cell activ	CRFBP-R2 block	PHOSPHO1 block
CCOC(=O)c1cc(C#N)c(Nc2ccccc2OC)nc1C(F)(F)F	102	-3	4	-5	-6	0.6	0	4	23
COc1ccc(OCCN2C(=O)c3cccc(N)c3C2=O)cc1	98	11	1	3	-6	-0.1	2	-2	6
CC1(c2ccccc2)NC(=O)N(CC(=O)N2CCOCC2)C1=O (stereo unspecified)	93	-1	-2	-8	0	-0.1	1	6	-12
c1ccc(Nc2nn[nH]n2)cc1	97	6	2	5	-2	-0.7	0	7	1
COc1ccc2cc(C(=O)N3CCN(c4ccc(F)cc4)CC3)[nH]c2c1	101	1	3	-1	-11	0.9	-2	-9	14
CN(Cc1ccccc1)C(=O)c1cccc(NC(=O)Cc2ccc(NC(=O)C3CCN(C(=O)C4CC4)CC3)cc2)c1	.	.	.	-3	-2	-2.3	2	4	.
CCCCn1c(SCC(=O)NC(C)CC)nc2ccc(N3CCOCC3)cc2c1=O (stereo unspecified)	.	-13	-4	-3	-4	1.8	1	12	60*
Cc1cccc(OCCC(=O)Nc2ccc(N3CCOCC3)cc2N2CCOCC2)c1	.	.	-2	0	-8	-0.3	4	5	.
CC[C@@H](C)[C@H](NC(=O)OCc1ccccc1)c1nnc([C@@H](NC(=O)OCc2ccccc2)[C@@H](C)CC)o1	95	-3	-1	6	-4	5.4	-4	-4	22
CCOC(=O)N1CCN(C(=O)C2CCCN(c3nc4ccc(OCC)cc4s3)C2)CC1 (stereo unspecified)	111	0	1	-3	0	-3.5	-3	-9	30
NC(=O)CC(O)c1cccc(Cl)c1 (stereo unspecified)	.	-1	5	-3	-2	0.7	3	32	0
S=C(NCc1ccco1)Nc1ccc(Br)cc1Cl	108	-3	-6	-7	-6	-0.6	.	35	-13
NS(=O)(=O)c1ccc(NC(=O)c2cc(-c3cc(Cl)ccc3O)n[nH]2)cc1	99	-9	.	4	-10	-2.1	0	2	34
CCOC(=O)/C(C#N)=C/c1c(N2CCN(c3ccccc3)CC2)nc2c(C)cccn2c1=O	103	-17	.	-2	-5	0.0	-1	-14	44
CC1CN(c2ccc([N+](=O)[O-])cc2C#N)CC(C)O1 (stereo unspecified)	100	12	3	-3	-5	0.1	6	2	44
N#CC1=C2SCN(Cc3ccco3)CN2C(=O)CC1c1ccc(Cl)cc1 (stereo unspecified)	93	-10	5	-1	-5	0.1	-8	8	76*
COc1ccc2c(c1)C(SCC(=O)NCCc1ccccc1)CC(C)(C)O2 (stereo unspecified)	79	-6	1	3	1	0.6	3	-2	-1
CCOC(=O)c1cccc(Nc2ncnc3ccc(C)cc23)c1	102	4	-5	7	3	-1.7	3	-5	19
Cc1cc(Cl)ccc1C(=O)C1CCCN(C(=O)CN2CCOC2=O)C1 (stereo unspecified)	101	-8	.	-1	-3	-0.8	5	-4	36
O=C(CN1C(=O)c2ccc([N+](=O)[O-])cc2C1=O)Nc1nnc(C2CC2)s1	.	.	-2	3	3	3.3	6	18	.
O=C(NCC(=O)N1CCCC(C(F)(F)F)C1)c1ccccc1F (stereo unspecified)	.	.	-3	1	-2	-0.6	5	21	.
COc1cc(SC)ccc1C(=O)NCCOc1ccccc1Cl	100	5	1	-9	-5	2.7	7	7	-29
CCc1ccc(N2CC(C(=O)Nc3cc(C)ccc3F)CC2=O)cc1 (stereo unspecified)	87	3	1	6	-8	-2.4	0	-6	0
COc1ccc(C)cc1S(=O)(=O)N(CC(=O)Nc1cccc([N+](=O)[O-])c1)c1cc(C)cc(C)c1	109	-9	-4	9	-8	-0.2	-1	17	29
Nc1c(C(=O)Nc2ccc(S(=O)(=O)N3CCCC3)cc2)sc2nc3ccc(OC(F)(F)F)cc3cc12	82	10	-4	15	.	-1.1	-3	-43	-24
O=C1c2cccc3cccc(c23)C(=O)N1CCCSc1ncn[nH]1	88	4	4	-7	-1	0.1	2	-4	4
Cc1nc(C(=O)N2CCCC(Nc3ccc(C)c(C)c3)C2)cs1 (stereo unspecified)	101	-8	.	1	-2	-0.5	4	-6	27
CC1C/C(=C\c2ccccc2[N+](=O)[O-])c2nc3ccccc3c(C(=O)O)c2C1 (stereo unspecified)	101	-13	-4	2	-8	0.7	-1	2	43
O=C(NCc1ccccc1F)C1CCN(C(=O)NCc2ccccc2)CC1	101	-1	1	3	-3	-2.6	-5	-1	0
Cc1cccc(NC(=O)COC(=O)c2ccccc2-c2nc3ccccc3s2)c1C	93	7	1	-1	-5	-3.6	4	19	-3
COc1cc2ncnc(NCc3cccs3)c2cc1OC	103	-3	-2	-3	-3	-0.5	-9	-5	41
COc1ccc(CSc2ccc(-c3nc4ccccn4c3NCc3ccccc3)cc2OC)cc1	.	.	-1	-8	-4	2.4	2	2	.
O=C1CC[C@@H](C(=O)O)N1	.	.	2	1	-2	0.1	2	-4	.
O=C(COC(=O)/C=C/c1ccc(Br)o1)Nc1ccc2[nH]c(=O)[nH]c2c1	.	.	-2	2	-4	.	3	.	.
Cc1ccc(C(=O)OCC(=O)N2CCCC2)cc1	96	-5	2	-8	-10	-0.8	2	9	22
Cc1cn(C2OC(CC(=O)Oc3ccccc3)C(O)C2O)c(=O)[nH]c1=O (stereo unspecified)	.	.	3	-9	-3	-0.5	0	1	.
CC12CCC(C(N)=O)(C1Br)C2(C)C (stereo unspecified)	90	-2	-1	0	-1	-0.3	0	2	0
COc1ccc(C2(C(=O)NCCN3CCOCC3)CCOCC2)cc1	100	-14	5	-3	0	1.1	2	-14	4
CCOc1ccc(CCNS(=O)(=O)c2ccc(-c3ccc(=O)[nH]n3)o2)cc1OCC	102	-6	-3	0	2	-1.6	4	6	40
O=C(CSc1nnc(CNC(=O)c2ccc(F)cc2)o1)NCc1ccc2c(c1)OCO2	99	10	8	1	-3	-1.7	-6	1	14
COc1ccc(CNC(=O)C2CCCN(C(=O)Nc3ccccc3OC)C2)cc1 (stereo unspecified)	102	3	4	-3	-6	-0.1	3	2	26
Cc1cc(CNC(=O)C2CCC(=O)N(Cc3cccc(C(F)(F)F)c3)C2)no1 (stereo unspecified)	98	-6	-2	3	-3	-0.7	0	-7	18
CSc1ncccc1C(=O)NC1CCCCCCC1	92	-7	6	-2	-14	-2.2	-2	19	28
O=C(CCN1CCN(c2ccccc2)CC1)N/N=C/c1ccccc1OC(F)F	100	11	-10	15	-6	-0.7	0	-4	4
Cc1ccc(S(=O)(=O)Nc2ccccc2)cc1[N+](=O)[O-]	.	.	.	3	1	-4.1	2	6	.
Cc1ccc(CNC(=O)c2cc(-c3ccccc3C)nn2CC2CC(c3cccnc3)=NO2)cc1 (stereo unspecified)	.	.	0	-9	-4	0.6	3	8	.
CSCCCNC(=S)N1CCN(S(=O)(=O)c2cccc(C(F)(F)F)c2)CC1	104	-4	9	-12	1	0.0	-3	4	21
Cc1nc(NCCCN2CCOCC2)c2oc3ccccc3c2n1	107	7	5	8	1	1.3	2	15	-10
C[C@@H]1CN([C@@H](C)CO)S(=O)(=O)c2ccc(Br)cc2O[C@H]1CN(C)Cc1ccccn1	.	.	.	-7	-5	-0.5	.	-3	.
Cc1cccc(NC(=S)N(CCN(C)C)C(C)c2cccnc2)c1 (stereo unspecified)	97	9	-2	-1	-3	-0.2	4	0	-1

Filtered by structure, the entries above containing a COOH group (two)
SMILES	MEKK3 PB1 HTS	p-CIP stab down	IDE inh	M4 PAM	GalR3 antag	CRFBP-R2 agonist	IDE cell activ	CRFBP-R2 block	PHOSPHO1 block
CC1C/C(=C\c2ccccc2[N+](=O)[O-])c2nc3ccccc3c(C(=O)O)c2C1 (stereo unspecified)	101	-13	-4	2	-8	0.7	-1	2	43
O=C1CC[C@@H](C(=O)O)N1	.	.	2	1	-2	0.1	2	-4	.
